TRPV1 ag: HTS Assay for Compounds that Act as Agonists of the Vanilloid Receptor 1; activation, % at 8.33 µM; 0.19% of 320,000 active; AID 540275, 2011; TRPV1-expressing cells, Fluo-8 calcium influx, agonist mode; Transient receptor potential cation channel subfamily V member 1 (Homo sapiens), Q8NER1; in the data active means activation above about 80%; inconclusive means between about 30% and that limit; further: 0% is about no effect
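TRPV1-expressing cells were cultured overnight at 35.5C and loaded with Fluo-8 calcium dye for 40 to 90 min at room temperature. After a 10 s baseline, compound was added and calcium influx was read kinetically for 3 min (ex 480/em 520 nm).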
KCNH2 WT inh: qHTS for Inhibitors of KCHN2 3.1: Wildtype qHTS | Voltage-gated inwardly rectifying potassium channel KCNH2 (Homo sapiens), Q12809 | U2OS, BacMam KCNH2, thallium flux FluxOr; stronger effect = lower value | activity change, % at 1.84 µM | 0.37% of 340,000 active | AID 720551, 2013;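 active means maximum activity change below -70%; inconclusive means maximum activity change between -70% and -50%; inactive means maximum activity change above -50%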; further: on the % scale 0 is the no-effect control and ±100 the full control effect
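U2OS cells were transduced with wild-type KCNH2 virus (2.03 x 10^8 / mL) for 4 h at room temperature, then cultured overnight at 37 C. Thallium flux was read with FluxOr dye. Rate constants were normalized to DMSO controls.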
ELG1 repair inh: qHTS screen for small molecules that inhibit ELG1-dependent DNA repair in human embryonic kidney (HEK293T) cells expressing luciferase-tagged ELG1; Potency, µM (titrated, usually from 46.1 µM), without a hit: at the highest dose activity change, negative = inhibition, most hits filed as inhibitors; HEK293T ELG1-luciferase reporter, luminescence, 16 h; DNA damage induced by 5-fluorouridine; AID 504467, 2011; 2.3% of 330,000 active; further: potency means the concentration at half of the fitted maximal effect; on the % scale 0 is the no-effect control and ±100 the full control effect; nearly all actives have a fitted effect of over 55% in size
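In this reporter screen, reduction of luminescence relative to DMSO vehicle indicated activity. Compounds and 5-fluorouridine were added together to 2,000 cells per well, incubated for 16 hr at 37 °C, then developed with ONE-Glo.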
A-T KAP1 phos: qHTS Assay for Identifying a Potential Treatment of Ataxia-Telangiectasia. […] A-T fibroblasts, KAP-1 phosphorylation AlphaLISA; neocarzinostatin DNA damage 30 min before lysis. Potency, µM (titrated, usually from 57.5 µM), inactives show at the top dose activation, actives largely listed as activators. 0.19% of 320,000 active. AID 485349, 2010; further: potency means the concentration at half of the fitted maximal effect; % of control where 0% means no effect; nearly all actives have a fitted effect of over 45% in size
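hTERT-immortalized A-T patient fibroblasts ([…]), 500 cells/well in OPTI-MEM, 1% FBS, got compounds for 60 min, then NCS for 30 min at 37C. Lysates were then assayed for phospho-KAP-1 by AlphaLISA (anti-pKAP1 donor, anti-KAP1 acceptor beads), 6 hr at 25C.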
USP2a inh: qHTS Assay for Inhibitors of Ubiquitin-specific Protease USP2a Using CHOP2 as the Reporter. Ubiquitin carboxyl-terminal hydrolase 2 (Homo sapiens), O75604. USP2 core, Ub-CHOP2 coupled fluorogenic reporter, 485/531. Potency, µM (top dose mostly 38.3 µM), for the others: at the highest dose activity change, negative = inhibition, usual class: inhibitors. 0.01% of 330,000 active;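 further: potency means the concentration at half of the fitted maximal effect; plate controls were DMSO wells for no effect and full inhibition by NEM control for full effect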
Target sequence (O75604 whole entry, looked up): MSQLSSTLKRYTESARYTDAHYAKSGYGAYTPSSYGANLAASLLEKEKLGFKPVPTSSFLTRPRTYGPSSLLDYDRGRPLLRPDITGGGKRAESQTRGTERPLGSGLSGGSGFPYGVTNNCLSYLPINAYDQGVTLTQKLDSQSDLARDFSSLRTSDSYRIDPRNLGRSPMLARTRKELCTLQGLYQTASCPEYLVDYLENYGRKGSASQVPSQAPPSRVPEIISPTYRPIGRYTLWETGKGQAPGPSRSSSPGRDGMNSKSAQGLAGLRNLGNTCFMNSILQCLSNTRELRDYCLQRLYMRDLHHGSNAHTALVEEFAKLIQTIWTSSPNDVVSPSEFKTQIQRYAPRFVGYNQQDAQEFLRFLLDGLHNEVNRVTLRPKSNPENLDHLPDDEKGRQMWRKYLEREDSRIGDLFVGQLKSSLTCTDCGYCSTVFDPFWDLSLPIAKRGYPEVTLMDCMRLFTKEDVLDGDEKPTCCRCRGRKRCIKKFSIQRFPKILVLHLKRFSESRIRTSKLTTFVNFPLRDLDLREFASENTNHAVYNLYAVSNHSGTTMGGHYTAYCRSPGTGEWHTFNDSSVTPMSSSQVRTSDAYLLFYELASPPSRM
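USP2 core (10nM final) preincubated 30min RT with compound in 20mM Tris-HCl pH 8.0, 2mM CaCl2, 2mM beta-mercaptoethanol, 0.05% CHAPS; 25nM Ub-CHOP2 plus 25nM reporter substrate added, fluorescence (Ex485/Em531) read after 60min.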
TCR act: Activators of T cell receptors: qHTS campaign; primary human leukocytes, anti-CD3, IL-2 HTRF, 48 h; Potency, µM (series often up to 9.22 µM), inactives show top-dose activation of IL-2 secretion, actives largely listed as activators; 330,000 tested, under 10 active; further: % of control where 0% means no effect
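48 hr co-incubation of compounds, a-CD3 beads and primary human leukocytes; IL-2 quantified homogeneously by HTRF with anti-IL-2 K and d2 conjugates.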
Eya2 inh: qHTS Assay for Inhibitors of the Phosphatase Activity of Eya2 | AID 488837, 2010 | Potency, µM (highest dose often 76.9 µM), without a hit: at the highest dose activity, negative = inhibition, usual class: inhibitors | recombinant Eya2, OMFP fluorescence dephosphorylation (OMFP is methylfluorescein phosphate) | 0.006% of 330,000 active; further: potency means the concentration at half of the fitted maximal effect; on the % scale 0 is the no-effect control and ±100 the full control effect
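Eya2 (0.2 uM) preincubated 10 min at ambient with compound, then OMFP substrate added at 50 uM; 10 min reaction in 50 mM HEPES pH 7.5, 50 mM NaCl, 5 uM MgCl2, 0.05% BSA, 1 mM DTT. Fluorescence read at Ex 485/Em 525 nm.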
Mito fusion yeast: qHTS Assay for Small Molecule Inhibitors of Mitochondrial Division or Activators of Mitochondrial Fusion; AID 485298, 2010; S. cerevisiae fusion-defective mutant growth rescue, CellTiterGlo 48 h; 0.23% of 320,000 active; Potency, µM (doses to about 46.1 µM), for inactives: at the top dose growth rescue (activation), usual class: activators;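 further: potency means the concentration at half of the fitted maximal effect; % of control where 0% means no effect; nearly all actives have a fitted effect of over 45% in size; temperature-sensitive fusion mutants such as fzo1-1 at 37 °C on non-fermentable ethanol glycerol medium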
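Compounds are tested for their ability to restore growth of mitochondrial fusion-defective yeast strains at non-permissive 37C in YPEG medium over 48 hours. Viability is quantified by luciferase luminescence.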
KCNH2 3.1 inh: qHTS for Inhibitors of KCHN2 3.1: Mutant qHTS; U2OS KCNH2 3.1, thallium flux FluxOr; stronger effect = lower value; activity change, % (tested at about 1.8 µM); 0.95% of 340,000 active; AID 720553, 2013;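 active means maximum activity change below -70%; inconclusive means maximum activity change from -70% to -50%; inactive means maximum activity change above -50%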;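 further: thallium influx rate constant from kinetic fluorescence after stimulation buffer; on the % scale 0 is the no-effect control and ±100 the full control effect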
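Kinetic fluorescence (2 min after stimulation buffer) measures Tl+ influx through KCNH2 3.1 expressed by viral transduction in U2OS cells; the rate constant is normalized against DMSO controls serving as positive and negative references.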
TSHR antagonist: Antagonists of the Thyroid Stimulating Hormone Receptor: HTS campaign; TSHR-expressing cells, TSH-stimulated cAMP HTRF, 2 h; stronger effect = lower value; Thyrotropin receptor (Homo sapiens), P16473; activity change, negative = inhibition, % at 11.5 µM; 0.2% of 330,000 active;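 active means activity change below a set negative limit, meaning inhibition stronger than a set level, cut at about -70% in these data; inconclusive means activity change between two set negative limits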; further: on the % scale 0 is the no-effect control and ±100 the full control effect
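Cell-based HTRF cAMP assay; TSHR cells + compound, TSH EC80 (4nM final), 2 h, 37 deg C. Lysis with anti-cAMP cryptate and cAMP-d2, 30 min RT, read 665/620 nm.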
* hit, by the source's call; ? = inconclusive; · = not tested or not shown; [ ] = another dose, or the depositor's remark. Unless noted, the call rests on the fitted dose curve; in most records, active means well fitted curve in the direction sought with a large enough effect; inconclusive means small, poorly fitted or top-dose-only effect, or another doubt; inactive means no such curve, though single readings can be large; an effect the other way counts as inactive or inconclusive. Some of the compounds tested, so the mix of outcomes need not match the whole.

Start of the data: the first 3 records, to show the layout:
1) C1CCN(c2nc3nonc3nc2N2CCCC2)C1
2) CC(=O)/C=C1\N(C)c2ccc(C)cc2C1(C)C
3) O=C(NCc1ccccc1Cl)c1cccc2c1C(=O)c1ccc(-c3ccc(OC(F)(F)F)cc3)cc1S2(=O)=O
screen / no.	1	2	3
Mito fusion yeast	1%	4%	·
KCNH2 3.1 inh	4	32	-22
TSHR antagonist	4	-5	-1
TCR act	2%	-1%	5%
KCNH2 WT inh	-12	13	-19
A-T KAP1 phos	6%	2%	3%
TRPV1 ag	0	10	·
USP2a inh	3%	-2%	6%
ELG1 repair inh	?	-6%	25%
Eya2 inh	6%	8%	-27%

The whole of this part, repeating the preview:
1) C1CCN(c2nc3nonc3nc2N2CCCC2)C1
2) CC(=O)/C=C1\N(C)c2ccc(C)cc2C1(C)C
3) O=C(NCc1ccccc1Cl)c1cccc2c1C(=O)c1ccc(-c3ccc(OC(F)(F)F)cc3)cc1S2(=O)=O
4) CC(=O)Nc1nnc(COc2ccccc2)s1
5) CC(=O)c1c(C)[nH]c(C(=O)NNC(=O)c2ccc(C)cc2)c1C
6) COc1ccccc1CNC(=O)c1cc(S(=O)(=O)N2CCCCC2)c[nH]1
7) COc1ccc(C2CC(c3cccc(Cl)c3)=NN2c2ccc(S(N)(=O)=O)cc2)cc1 (centres undefined)
8) COc1ccc(S(=O)(=O)N2CCOCC2)cc1NS(=O)(=O)c1ccc(F)c(F)c1
screen / no.	1	2	3	4	5	6	7	8
Mito fusion yeast	1%	4%	·	5%	·	0%	·	·
KCNH2 3.1 inh	4	32	-22	-9	-4	-3	-4	0
TSHR antagonist	4	-5	-1	4	·	16	-6	·
TCR act	2%	-1%	5%	0%	3%	6%	1%[46.1 µM]	-3%
KCNH2 WT inh	-12	13	-19	·	-8	6	5	-8
A-T KAP1 phos	6%	2%	3%	0%	-6%	6%	36%	-10%
TRPV1 ag	0	10	·	0	·	3	·	·
USP2a inh	3%	-2%	6%	1%	4%	-1%	2%	3%
ELG1 repair inh	?	-6%	25%	?	3%	-2%	-24%	-7%
Eya2 inh	6%	8%	-27%	?	7%	-8%	1%	-15%

An excerpt from above in order of their number in TCR act, lowest first.
cpd | smiles | TSHR antagonist | TCR act | TRPV1 ag | USP2a inh | Eya2 inh
2 | CC(=O)/C=C1\N(C)c2ccc(C)cc2C1(C)C | -5 | -1% | 10 | -2% | 8%
3 | O=C(NCc1ccccc1Cl)c1cccc2c1C(=O)c1ccc(-c3ccc(OC(F)(F)F)cc3)cc1S2(=O)=O | -1 | 5% | · | 6% | -27%
6 | COc1ccccc1CNC(=O)c1cc(S(=O)(=O)N2CCCCC2)c[nH]1 | 16 | 6% | 3 | -1% | -8%

Continuation:
9) CC(C)CCNC(=O)CN1C(=O)NC(c2ccccc2)(c2ccccc2)C1=O
10) Cc1ccc(-c2csc(NC(=O)CSC3=NCCS3)n2)cc1
11) Cc1nnc(NC(=O)c2cccc(S(=O)(=O)N3CCOCC3)c2)s1
12) Cc1ccc(OCC(=O)Nc2ccccc2C(=O)N2CCCCC2)cc1
13) CC1(C)CC(=O)C(C(C2=C(O)CC(C)(C)CC2=O)c2cccc(O)c2)C(=O)C1 (centres undefined)
14) CC(=O)c1ccccc1C(=O)N1CCCC(N2CCN(Cc3ccc4c(c3)OCO4)CC2)C1 (centres undefined)
15) COCCNC(=O)C(c1cccnc1)N(Cc1ccccc1)C(=O)Cn1nnc2ccccc21 (centres undefined)
16) Nc1nc(N)nc(-c2ccc(Cl)cc2)n1
screen / no.	9	10	11	12	13	14	15	16
Mito fusion yeast	-8%	15%	3%	5%	1%	-1%	-3%	-3%
KCNH2 3.1 inh	11	-28	-12	18	5	-10	-16	4
TSHR antagonist	12	-39	-3	-5	14	5	5	4
TCR act	8%	11%[46.1 µM]	10%	5%	-5%	3%	13%	·
KCNH2 WT inh	2	0	3	1	8	0	-2	-1
A-T KAP1 phos	-4%	·	-4%	9%	8%	12%	2%	·
TRPV1 ag	1	0	0	6	1	1	-1	1
USP2a inh	2%	-1%	-1%	0%	-1%	3%	2%	-2%
ELG1 repair inh	-6%	?	7%	-1%	-3%	8%	?	?
Eya2 inh	-22%	5%	-2%	5%	-18%	-4%	4%	-8%

17) COc1ccc(CC(=O)NCc2ccc(F)cc2)cc1S(=O)(=O)N1CCOCC1
18) CCn1c(C(C)NC(=O)c2cccs2)nc2ccccc21 (centres undefined)
19) CC/C(=N\NC(=O)c1csc(C)c1C)c1cccs1
20) CCOC(=O)N1CCN(C(=O)Cc2ccsc2)CC1
21) CCCCCn1c(=NC(C)=O)c(C#N)cc2c(=O)n3ccccc3nc21
22) CCCCCc1c(C)nc(Nc2nc(C)c3cc(OC)ccc3n2)[nH]c1=O
23) CCCN1C(=O)/C(=C2\SC(=S)N(c3c(C)n(C)n(-c4ccccc4)c3=O)C2=O)c2ccccc21
24) CNNC(=S)NC1CC2CC1C1C=CCC21 (centres undefined)
screen / no.	17	18	19	20	21	22	23	24
Mito fusion yeast	-2%	-7%	-1%	-1%	?	0%	-4%	0%
KCNH2 3.1 inh	13	9	25	2	5	-25	-8	17
TSHR antagonist	1	3	-5	4	-9	34	30	2
TCR act	0%	8%	-3%	-2%	-6%	-1%	-25%	-4%
KCNH2 WT inh	-5	8	5	0	-3	4	0	3
A-T KAP1 phos	-9%	4%	-5%	-6%	-16%	1%	8%	-5%
TRPV1 ag	2	1	18	-1	0	3	0	?
USP2a inh	1%	1%	1%	2%	1%	-1%	2%	-3%
ELG1 repair inh	0%	-8%	?	?	-15%	?	0%	?
Eya2 inh	-6%	11%	10%	3%	3%	4%	-17%	7%

25) O=C(CSc1nnc(CNC(=O)c2cccc(C(F)(F)F)c2)o1)NCc1ccco1
26) N#CCSc1nc2ccccc2o1
27) COc1cccc(-c2noc(-c3ccc(Br)o3)n2)c1
28) Cn1c(=O)[nH]c(=O)c2c1nc(N1CCCCCC1)n2CCCSc1nc2ccccc2o1
29) CCOC(=O)N1CCC(NC(=O)CCCN2C(=O)CSc3ncccc32)CC1
30) O=S(=O)(Nc1nc2ccccc2nc1Nc1ccc(N2CCOCC2)cc1)c1cc(Cl)ccc1Cl
31) CC(C)CC(=O)NC(=S)Nc1ccc(F)cc1F
32) CC(=O)NC(Cc1ccccc1)Cc1ccccc1
screen / no.	25	26	27	28	29	30	31	32
Mito fusion yeast	0%	6%	2%	?	1%	-8%	4%	2%
KCNH2 3.1 inh	·	-5	-5	0	14	9	-2	-11
TSHR antagonist	-2	3	-13	-15	·	-39	7	-2
TCR act	-3%	3%	1%	-2%	-18%	0%[46.1 µM]	-4%	2%
KCNH2 WT inh	4	1	5	-6	0	2	-2	-15
A-T KAP1 phos	-2%	6%	3%	3%	·	3%	4%	-4%
TRPV1 ag	-3	-1	1	11	-3	0	-3	1
USP2a inh	0%	2%	0%	0%	·	0%	1%	1%
ELG1 repair inh	2%	-21%	?	23µM*	·	?	13%	-2%
Eya2 inh	0%	-8%	-5%	8%	·	10%	-4%	14%

33) Cc1ccccc1C(=O)N1CCC(C(=O)Nc2ccc(S(=O)(=O)N(C)C(C)C)cc2)CC1
34) CCCN(CC(=O)Nc1ccccc1C)C(=O)COc1c(Cl)cccc1Cl
35) COc1ccc(C2NC3=C(CCCC3)C(C#N)(C#N)C2(C#N)C#N)cc1 (centres undefined)
36) Oc1c(C(Nc2nc3ccccc3s2)c2ccco2)ccc2cccnc12 (centres undefined)
screen / no.	33	34	35	36
Mito fusion yeast	3%	7%	-11%	5%
KCNH2 3.1 inh	-7	16	·	-8
TSHR antagonist	3	10	9	18
TCR act	4%	3%	·	5%
KCNH2 WT inh	2	-3	·	-4
A-T KAP1 phos	5%	-2%	1%	-1%
TRPV1 ag	7	18	-3	2
USP2a inh	8%	1%	5%	-1%
ELG1 repair inh	16µM*	19%	0%	?
Eya2 inh	-22%	29%	23%	-5%
